High-throughput results from PubChem.
NPSR antagonist = qHTS Assay for Antagonists of the Neuropeptide S Receptor: cAMP Signal Transduction | Potency, µM (series often up to 38.3 µM), for the others: at the top dose activity change, negative = inhibition, hits mostly inhibitors | CHO-NPSR cells, cAMP TR-FRET, antagonist mode | 220,000 tested, 1% active; further: on the % scale 0 is the no-effect control and ±100 the full control effect; nearly all actives have a fitted effect of over 50% in size; many of its hits are not listed in these tables
Target sequence (Q6W5P4 whole entry, looked up): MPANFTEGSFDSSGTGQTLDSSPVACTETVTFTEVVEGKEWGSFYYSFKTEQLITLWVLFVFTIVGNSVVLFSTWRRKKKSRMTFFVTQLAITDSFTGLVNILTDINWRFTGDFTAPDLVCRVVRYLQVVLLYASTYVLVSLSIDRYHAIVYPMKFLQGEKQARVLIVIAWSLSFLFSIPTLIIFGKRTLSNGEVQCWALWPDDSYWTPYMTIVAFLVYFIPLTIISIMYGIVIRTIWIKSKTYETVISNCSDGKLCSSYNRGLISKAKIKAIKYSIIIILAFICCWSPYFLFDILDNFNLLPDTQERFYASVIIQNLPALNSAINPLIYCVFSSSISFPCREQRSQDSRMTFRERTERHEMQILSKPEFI
Tau fluor cs = Counterscreen qHTS for Inhibitors of Tau Fibril Formation, Fluorescence Polarization; tau K18 P301L Alexa594 fluorescence, heparin fibrillization; AID 1463, 2008; 280,000 tested, 0.93% active; Potency, µM (series often up to 57.7 µM), without a hit: at the top dose activity change, negative = decrease; further: on the % scale 0 is the no-effect control and ±100 the full control effect; nearly all actives have a fitted effect of over 55% in size
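Human tau K18 P301L (15 uM unlabeled, 0.24 uM Alexa 594-labeled) in 100 mM sodium acetate pH 7 with 20 uM heparin, 6 hr at 37 C. ThT 30 uM added, 1 hr ambient; Alexa 594 FP and total fluorescence read at 555/632 nm.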
aGal spleen mod = qHTS Assay for Inhibitors and Activators of Human alpha-Galactosidase From Spleen Homogenate | Alpha-galactosidase A (Homo sapiens), P06280 | human spleen homogenate, 4MU-alpha-Gal fluorescence, 40 min | Potency, µM (top dose mostly 80 µM), for inactives: at the highest dose activity change, negative = inhibition, usual class: inhibitors | 240,000 tested, 0.008% active | AID 2107, 2009;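 further: 0% = enzyme with vehicle and -100% = no enzyme basal signal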
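Fluorogenic readout (Ex 365/Em 440 nm) of 4-methylumbelliferone released from 1 mM 4-MU-alpha-galactoside by spleen homogenate, 40 min at 37C, pH 5.0. Data normalized to no-enzyme and enzyme controls; Hill-equation AC50 from compound titrations.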
GAA glycogen mod = qHTS Assay for Inhibitors and Activators of Human alpha-Glucosidase Cleavage of Glycogen; recombinant GAA, glycogen substrate, Amplex Red glucose oxidase fluorescence; Potency, µM (titrated, usually from 76.4 µM), for inactives: at the highest dose activity change, negative = inhibition, usual class: inhibitors; 300,000 tested, 0.38% active; AID 2100, 2009;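 further: 0% = full enzyme reaction and -100% = no-enzyme basal signal; the screen sought inhibitors and activators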
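Natural-substrate format: glycogen cleavage by 4 nM human enzyme, glucose read by Amplex Red coupling (Ex 573, Em 610 nm). Normalized to enzyme and no-enzyme controls.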
ALDH1A1 inh = qHTS Assay for Inhibitors of Aldehyde Dehydrogenase 1 (ALDH1A1); Potency, µM (series often up to 75.3 µM), inactives show at the top dose activity, negative = inhibition, hits mostly inhibitors; Aldehyde dehydrogenase 1A1 (Homo sapiens), P00352; Purified ALDH1A1, NADH fluorescence, propionaldehyde substrate; AID 1030, 2008; 220,000 tested, 7.3% active; active means well fitted inhibition curve with a large enough effect, not every such curve was filed as active; inconclusive means small, poorly fitted or top-dose-only effect, or another doubt; inactive means no such curve, though single readings can be large or run the other way;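 further: plate controls were no enzyme wells and a reference inhibitor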
Target sequence (P00352 whole entry, looked up): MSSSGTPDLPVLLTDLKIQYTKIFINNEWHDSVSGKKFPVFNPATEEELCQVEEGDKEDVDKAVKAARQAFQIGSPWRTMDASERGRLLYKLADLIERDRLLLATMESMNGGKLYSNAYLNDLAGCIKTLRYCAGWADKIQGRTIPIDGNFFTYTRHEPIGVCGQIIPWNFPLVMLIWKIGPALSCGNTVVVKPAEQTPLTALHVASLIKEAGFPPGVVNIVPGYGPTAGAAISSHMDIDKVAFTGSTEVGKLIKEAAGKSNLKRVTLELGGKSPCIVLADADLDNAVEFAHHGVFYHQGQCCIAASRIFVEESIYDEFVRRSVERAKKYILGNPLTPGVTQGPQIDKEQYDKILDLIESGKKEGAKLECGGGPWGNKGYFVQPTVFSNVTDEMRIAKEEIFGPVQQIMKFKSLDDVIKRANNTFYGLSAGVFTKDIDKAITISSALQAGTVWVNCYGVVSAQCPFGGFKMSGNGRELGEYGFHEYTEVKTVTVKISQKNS
Epigenetic reg = Quantitative High-Throughput Screen for Regulators of Epigenetic Control; murine LDR cells, GFP reporter derepression, 30 h; Potency, µM (titrated, usually from 53.9 µM), inactives show at the highest dose GFP activation, hits mostly activators; 280,000 tested, 0.2% active; further: % of control where 0% means no effect; nearly all actives have a fitted effect of over 60% in size
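Murine LDR cells carrying a silenced, genomically integrated CMV-driven GFP reporter were exposed to compound for 30 hours at 37 C. After PBS washes, GFP-positive cells (20–120 um objects) were counted by laser-scanning microplate cytometry.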
aGlu spleen mod = qHTS Assay for Inhibitors and Activators of Human alpha-Glucosidase From Spleen Homogenate; human spleen homogenate, 4-MU-alpha-glucoside fluorescence; Potency, µM (series often up to 79.9 µM), inactives show at the top dose activity change, negative = inhibition, hits mostly inhibitors; 240,000 tested, 0.006% active;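 further: 0% = enzyme with vehicle and -100% = no enzyme basal signal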
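Compounds were titrated against alpha-glucosidase in spleen homogenate at pH 5.0, with 1 mM 4-methylumbelliferyl substrate for 40 min at 37 C. Reactions were quenched with pH 10 NaOH/glycine and fluorescence measured.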
GAA inhib = qHTS Assay for Inhibitors of Human alpha-Glucosidase as a Potential Chaperone Treatment of Pompe Disease; Lysosomal alpha-glucosidase (Homo sapiens), P10253; purified human GAA, 4-MU-alpha-glucoside fluorescence; Potency, µM (top dose mostly 76.9 µM), for the others: at the top dose activity change, negative = inhibition, hits mostly inhibitors; 200,000 tested, 0.005% active;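 further: plate controls were uninhibited enzyme wells for no effect and no-enzyme background for full effect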
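Human alpha-glucosidase, 4 nM, pre-mixed with test compounds before 400 uM 4-methylumbelliferyl substrate; 20 min room temperature at pH 5.0. Fluorescence read after pH 10 stop; AC50 values from Hill-equation fits.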
Numbers without * were called inactive; ? = inconclusive; / = not tested or not shown; [ ] = dose if it differs, or a comment. Unless noted, the call rests on the fitted dose curve; in most records, active means well fitted curve in the direction sought with a large enough effect; inconclusive means small, poorly fitted or top-dose-only effect, or another doubt; inactive means no such curve, though single readings can be large; an effect the other way counts as inactive or inconclusive. Potency means the concentration at half of the fitted maximal effect.

Start of the listing, in advance:
1	COc1ccc2oc(=O)c(C(=O)NCC3CCCO3)cc2c1 (stereo unspecified)
2	CCOC(=O)C(NC(=O)c1ccc(F)cc1)(Nc1sc2c(c1C(N)=O)CCC2)C(F)(F)F (stereo unspecified)
3	COc1ccccc1N(CC(O)CN1C(=O)NC(C)(C)C1=O)S(=O)(=O)c1ccc(C)cc1 (stereo unspecified)
4	COc1ccc(NC(=S)N(CCc2c(C)[nH]c3ccc(C)cc23)Cc2cccnc2)cc1

Compound | 1 | 2 | 3 | 4
NPSR antagonist | -3%[46.1 µM] | -14% | 0%[46.1 µM] | -28%
Tau fluor cs | -2% | -13% | 1% | ?
aGal spleen mod | 11% | 2% | 5% | 0%
GAA glycogen mod | 11% | ? | -11% | -16%
ALDH1A1 inh | ? | ? | -15% | 4%
Epigenetic reg | -7.1% | -1.8% | 1.2% | -0.4%
aGlu spleen mod | -15% | 0% | 0% | 5%
GAA inhib | ? | 0% | -10% | -10%

The listing (from the top)
1	COc1ccc2oc(=O)c(C(=O)NCC3CCCO3)cc2c1 (stereo unspecified)
2	CCOC(=O)C(NC(=O)c1ccc(F)cc1)(Nc1sc2c(c1C(N)=O)CCC2)C(F)(F)F (stereo unspecified)
3	COc1ccccc1N(CC(O)CN1C(=O)NC(C)(C)C1=O)S(=O)(=O)c1ccc(C)cc1 (stereo unspecified)
4	COc1ccc(NC(=S)N(CCc2c(C)[nH]c3ccc(C)cc23)Cc2cccnc2)cc1
5	CC(=O)C(C(C)=O)C(NC(=O)c1cccnc1)(C(F)(F)F)C(F)(F)F
6	CCOc1ccc(NC(=O)CN2C(=O)C3CC=CCC3C2=O)cc1 (stereo unspecified)
7	COc1cccc(OCc2nnc(SCC(=O)OC3CCCCC3)n2C)c1
8	CCOc1ccc(C(O)Cn2c(=N)n(CCN3CCCCC3)c3ccccc32)cc1 (stereo unspecified)

Compound | 1 | 2 | 3 | 4 | 5 | 6 | 7 | 8
NPSR antagonist | -3%[46.1 µM] | -14% | 0%[46.1 µM] | -28% | -6%[46.1 µM] | -5%[46.1 µM] | -11%[46.1 µM] | 7%[46.1 µM]
Tau fluor cs | -2% | -13% | 1% | ? | 6% | -8% | -3% | -7%
aGal spleen mod | 11% | 2% | 5% | 0% | -7% | -9% | -10% | -3%
GAA glycogen mod | 11% | ? | -11% | -16% | 9% | 7% | 8% | 6%
ALDH1A1 inh | ? | ? | -15% | 4% | 0% | 5% | ? | -9%
Epigenetic reg | -7.1% | -1.8% | 1.2% | -0.4% | -2.8% | 2.0% | 0.3% | 0.1%
aGlu spleen mod | -15% | 0% | 0% | 5% | -4% | -1% | -15% | -8%
GAA inhib | ? | 0% | -10% | -10% | -3% | -6% | -1% | -5%

9	C[C@@H](CN1c2ccccc2Sc2ccccc21)N(C)C
10	CN(C)S(=O)(=O)c1ccc2c(c1)c(=O)c(C(=O)N1CCN(c3ccccn3)CC1)cn2C
11	CCCCNC(=O)O/N=C(\N)CS(=O)(=O)C(C)(C)C
12	COC(=O)Nc1nc(C)c(C(=O)N(C)C)s1
13	Cc1nc2ncccn2c1-c1csc(Nc2ccc(O)cc2)n1
14	O=S(=O)(/N=C(\[O-])C[n+]1ccccc1)c1ccc(Cl)cc1
15	CCCC(O)(CCC)C(=O)NN1CCCCC1
16	COc1ccc(C(=O)CSc2nc3cccnc3n2C)cc1

Compound | 9 | 10 | 11 | 12 | 13 | 14 | 15 | 16
NPSR antagonist | / | 1%[46.1 µM] | 2%[7.67 µM] | -6%[46.1 µM] | 45% | -23% | 7%[46.1 µM] | 2%[46.1 µM]
Tau fluor cs | / | -1% | -4% | -9% | ? | 3% | 6% | -5%
aGal spleen mod | 4%[29.1 µM] | 2% | -5% | 4% | -1% | -2% | 1% | -9%
GAA glycogen mod | / | -3% | 2% | 9% | 22µM* | 3% | 11% | -1%
ALDH1A1 inh | -4%[20.9 µM] | 3% | / | 11% | -7% | / | -6% | -4%
Epigenetic reg | -0.3%[16.9 µM] | 1.7% | -0.4% | -1.1% | 3.2% | 5.0% | -1.1% | 4.7%
aGlu spleen mod | 7%[29.1 µM] | 7% | -4% | 1% | 0% | -5% | -3% | -12%
GAA inhib | / | 9%[15.4 µM] | / | -9% | -4% | / | 12% | -2%

17	Cc1ccccc1C(O)c1ccccn1 (stereo unspecified)
18	CCOc1ccccc1NC(=O)c1oc2ccccc2c1NC(=O)C1CCCO1 (stereo unspecified)
19	Cc1nn(C)c(C)c1S(=O)(=O)N1CCC(C(=O)NC2CCCc3ccccc32)CC1 (stereo unspecified)
20	Cc1c(NC(=O)COC(=O)C2(c3ccccc3F)CCCC2)c(=O)n(-c2ccccc2)n1C
21	Cc1cccc(/C=N/NC(=O)c2cccc([N+](=O)[O-])c2)n1
22	COc1ccc(/C=C2\C(=O)ON=C2c2cccc([N+](=O)[O-])c2)cc1
23	COc1ccc(OC)c(-n2cnc3cc(C(=O)NCCCN4CCOCC4)ccc32)c1
24	Cc1cc(Cl)ccc1OCC(=O)N1CC(C)CC(C)C1 (stereo unspecified)

Compound | 17 | 18 | 19 | 20 | 21 | 22 | 23 | 24
NPSR antagonist | 2%[46.1 µM] | -29% | -2%[46.1 µM] | 2% | -37% | ? | -4%[46.1 µM] | -27%[46.1 µM]
Tau fluor cs | -2% | ? | -5% | 0% | -5% | -24% | -7% | -6%
aGal spleen mod | 5% | 0% | -5% | 2% | 4% | -14% | 0% | -3%
GAA glycogen mod | 0% | 1% | 7% | -7% | -7% | -17% | 5% | -11%
ALDH1A1 inh | 7% | ? | 8% | -4% | 0% | 18µM* | -2% | -3%
Epigenetic reg | -1.0% | 0.6% | -1.1% | -5.3% | 5.9% | 1.1% | 5.6% | -0.7%
aGlu spleen mod | 0% | / | -4% | -21% | -3% | 6% | 0% | -6%
GAA inhib | -12% | -10% | ? | -2% | 2% | 12% | -9% | ?

25	CNC(=S)N(CCc1ccc(OC)c(OC)c1)Cc1cc2c(C)cc(C)cc2[nH]c1=O
26	Cc1nn(C)c(Cl)c1NC(=O)OCc1ccc(Cl)cc1Cl
27	COc1cccc(NC(=O)NCCCN2CCN(c3ccc(F)cc3)CC2)c1
28	CCCn1c(N2CCN(C)CC2)nc2c1c(=O)[nH]c(=O)n2C
29	c1ccc(-c2ncnc3nc4n(c23)CCC4)cc1
30	COc1cccc(CN2CCNC(=O)C2CC(=O)N2CCCCO2)c1OC (stereo unspecified)
31	Cn1c(NC2CCCCC2)c(N=O)c(=O)n(C)c1=O
32	CS(=O)(=O)c1ccccc1C(=O)N1CCN(Cc2ccccc2)CC1

Compound | 25 | 26 | 27 | 28 | 29 | 30 | 31 | 32
NPSR antagonist | 4% | -1%[46.1 µM] | -12%[46.1 µM] | -10%[46.1 µM] | 14%[46.1 µM] | 7% | 27% | -1%
Tau fluor cs | -5% | -9% | -15% | 2% | 1% | -1% | -2% | -3%
aGal spleen mod | 2% | 7% | 8% | 1% | 3% | -1% | 1% | -5%
GAA glycogen mod | 8% | 3% | 9% | 9% | 3% | 20% | 2% | 4%
ALDH1A1 inh | -5% | 8% | 4% | 1% | ? | 16% | 4% | -4%
Epigenetic reg | 1.1% | -1.1% | -0.3% | 0.0% | -0.2% | -0.3% | -0.1% | 2.9%
aGlu spleen mod | -3% | -4% | -2% | 1% | 2% | 3% | -1% | 3%
GAA inhib | 6% | -8% | -6% | -4% | -1% | 8% | 1% | 0%

33	COc1ccccc1NC(C)C(=O)Nc1ccc(C(C)=O)cc1 (stereo unspecified)
34	COc1cc2c(cc1OC)-c1cc(NC3CCCCCCC3)nc(=O)n1CC2
35	COc1nc(NC(C)(C)C)nc(Oc2ccc(=O)n(-c3ccccc3)n2)n1
36	COc1ccc(C)cc1-n1c(=O)c2ccccc2c2ccccc2c1=O
37	CCC(C(=O)Nc1cc(Cl)c(OC)cc1OC)c1ccccc1 (stereo unspecified)
38	O=C(NCCCO)c1cc([N+](=O)[O-])cc2c1C=Cc1ccccc1O2
39	CCOc1ccccc1OCCOc1ccccc1OC(C)C
40	O=C(c1ccc(N2C(=O)C3CCCCC3C2=O)cc1)N1CCCCC1 (stereo unspecified)

Compound | 33 | 34 | 35 | 36 | 37 | 38 | 39 | 40
NPSR antagonist | 1% | 14%[46.1 µM] | 9%[46.1 µM] | -36% | -26% | -1% | -9%[46.1 µM] | 9%
Tau fluor cs | -3% | 0% | 4% | -6% | -30% | -12% | -22% | 8%
aGal spleen mod | 20% | 11% | -18% | -10% | 3% | 6% | 3% | 1%
GAA glycogen mod | -2% | 3% | -12% | 5% | -7% | 8% | -3% | -11%
ALDH1A1 inh | ? | ? | -4% | -17% | 20µM* | 11% | 9% | ?
Epigenetic reg | 0.0% | 0.7% | -5.6% | -2.0% | -2.5% | 0.2% | 4.9% | -1.3%
aGlu spleen mod | 16% | 6% | 0% | / | -6% | -5% | -3% | 6%
GAA inhib | 10% | -7% | -4% | ? | -6% | -6% | -2% | ?

41	CCCCSc1nnc(-c2c[nH]c3ccccc23)n1C
42	C/C(Cl)=C\CNC(C)c1ccccc1 (stereo unspecified)
43	CCC(=O)NC(c1cccc([N+](=O)[O-])c1)c1c(O)ccc2ccccc12 (stereo unspecified)
44	COc1ccccc1N1CCN(Cc2cc(=O)n3ccsc3n2)CC1

Compound | 41 | 42 | 43 | 44
NPSR antagonist | -5%[46.1 µM] | 2%[46.1 µM] | 10% | 1%[46.1 µM]
Tau fluor cs | -13% | -1% | 2% | -3%
aGal spleen mod | -5% | -8% | 9% | 6%
GAA glycogen mod | -10% | -14% | 8% | 2%
ALDH1A1 inh | -8% | 4% | ? | 7%
Epigenetic reg | 1.5% | -0.7% | 1.4% | -1.1%
aGlu spleen mod | -6% | -10% | 7% | -1%
GAA inhib | -3% | -2% | 5% | -3%

This is a subset; rates above refer to the full screens.
